IDE cell inh: cellular human IDE inhibition. inhibition, % at 5.59 µM. actives 0.41% (n = 320,000). HEK cells, FAbetaB cleavage, fluorescence polarization. P14735;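 active = percent inhibition above the average of all tested compounds plus 3 SD, set per screening campaign, cut at about 16% in these data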;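 also: IDE supplied by intact live HEK cells; FP after avidin binding of uncleaved biotin substrate so inhibition keeps polarization high; 0% = DMSO wells and 100% = 60 µM reference IDE inhibitor Ii1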
Target sequence (P14735 whole entry, looked up): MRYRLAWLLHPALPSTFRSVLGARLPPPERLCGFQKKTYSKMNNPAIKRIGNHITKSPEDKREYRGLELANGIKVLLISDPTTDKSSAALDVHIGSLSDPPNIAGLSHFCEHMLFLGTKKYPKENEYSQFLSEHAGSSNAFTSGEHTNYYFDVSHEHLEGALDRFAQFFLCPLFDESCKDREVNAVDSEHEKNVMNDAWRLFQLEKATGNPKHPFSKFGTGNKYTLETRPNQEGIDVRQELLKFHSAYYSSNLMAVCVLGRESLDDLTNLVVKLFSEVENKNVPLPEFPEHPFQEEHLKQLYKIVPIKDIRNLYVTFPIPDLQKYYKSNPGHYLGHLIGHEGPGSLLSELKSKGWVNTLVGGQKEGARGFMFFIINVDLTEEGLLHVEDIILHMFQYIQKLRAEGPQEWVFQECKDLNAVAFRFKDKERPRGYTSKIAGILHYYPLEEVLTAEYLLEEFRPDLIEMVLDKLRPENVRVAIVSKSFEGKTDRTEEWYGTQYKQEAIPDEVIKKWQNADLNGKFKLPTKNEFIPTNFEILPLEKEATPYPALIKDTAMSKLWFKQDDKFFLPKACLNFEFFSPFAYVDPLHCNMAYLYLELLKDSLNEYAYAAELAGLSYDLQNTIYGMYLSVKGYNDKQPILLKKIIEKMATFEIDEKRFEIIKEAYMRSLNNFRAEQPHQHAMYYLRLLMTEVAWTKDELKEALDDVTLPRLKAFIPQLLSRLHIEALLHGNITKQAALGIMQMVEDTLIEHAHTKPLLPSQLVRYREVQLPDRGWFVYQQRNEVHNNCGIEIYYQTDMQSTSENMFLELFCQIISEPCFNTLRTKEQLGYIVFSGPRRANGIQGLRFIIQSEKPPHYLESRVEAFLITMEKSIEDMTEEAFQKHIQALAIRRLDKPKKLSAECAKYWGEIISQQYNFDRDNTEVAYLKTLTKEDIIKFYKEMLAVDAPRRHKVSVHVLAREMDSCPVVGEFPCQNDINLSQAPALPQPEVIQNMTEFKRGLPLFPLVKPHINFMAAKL
VIM-2 inh: blocks Pseudomonas aeruginosa VIM-2 metallo-beta-lactamase | purified VIM-2, nitrocefin hydrolysis, epi-absorbance fluorescence | inhibition, % at 5.6 µM | actives 0.89% (n = 290,000) | AID 1527;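 active = inhibition above the mean of all tested compounds plus 3 SD, cutoff set per screening run, cut at about 7.5% in these data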;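 also: red hydrolysis product quenches plate fluorescence so inhibitors raise well fluorescence; 0% = enzyme with DMSO and 100% = DMSO without enzyme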
IDE act: boosts human insulin-degrading enzyme activity in HEK cells | P14735 | FAbeta-B cleavage, fluorescence polarization; 0% vehicle, 100% cell-free pure enzyme wells | activation, % at 5.96 µM | actives 0.073% (n = 340,000) | AID 493087;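 active = activation above the mean of all tested compounds plus 3 SD, set per screening campaign, cut at about 17% in these data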
IMP-1 inhibitor: inhibitors of Pseudomonas aeruginosa IMP-1 metallo-beta-lactamase | purified IMP-1, nitrocefin hydrolysis, epi-absorbance fluorescence | AID 1556 | actives 0.45% (n = 290,000) | inhibition, % at 5.6 µM;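 active = inhibition above the mean plus 3 SD of all compounds in the same screening run, cut at about 4.5% in these data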;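 also: 0% = IMP-1 with DMSO and 100% = DMSO wells lacking enzyme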
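System: purified IMP-1; amount: IMP-1 0.2 nM before substrate addition; compound: single dose, 5.6 µM; times: 25 °C, 15 min preincubation, 25 min reaction; signal: Epi-absorbance via hydrolysed-nitrocefin quenching of white-plate fluorescence, 480/530 nm, EDTA stop; benchmarks: DMSO with and without IMP-1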
NS3 helicase inh: inhibitors of Hepatitis C virus NS3 helicase; AID 1800; inhibition, % at 10.9 µM; actives 0.56% (n = 290,000); NS3 helicase DNA unwinding, Cy5 molecular beacon fluorescence;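 active = inhibition above the mean of all tested compounds plus 3 SD, set per campaign, cut at about 35% in these data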;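 also: 0% = DMSO wells and 100% = thioflavine S control wells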
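Measured by: Cy5 fluorescence, 0 and 60 min reads / Assay system: NS3 helicase fragment of HCV / Control set: low DMSO, high thioflavine S at 110 µM / Times: 1 h reaction at 25 °C, ATP-initiated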
DNA FID counter: counter-screen for HCV NS3 helicase inhibitors: DNA intercalator displacement. AID 1845. DNA fluorescent intercalator displacement, fluorescence. inhibition, % at 7.9 µM. actives 0.17% (n = 290,000); in the data active = inhibition above about 37%;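 also: 0% = vehicle and 100% = reference compound; higher means more ethidium bromide displaced from hairpin DNA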
M18AAP inhibitor: blocks P. falciparum M18 aspartyl aminopeptidase; recombinant PfM18AAP, H-Glu-NHMec fluorogenic cleavage; inhibition, % at 7.35 µM; actives 1.2% (n = 290,000);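 active = inhibition above the campaign mean inhibition over all tested compounds plus 3 SD, cut at about 28% in these data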;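 also: 0% = plate median of test compound wells and 100% = 2 mM ZnCl2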
SUMO HTRF inh: blocks human SUMOylation mediated by UBC9; P63279; HTRF SUMOylation assay, SAE1/SAE2 + UBC9, in vitro; inhibition, % at 35 µM; actives 0.36% (n = 290,000); in the data active = inhibition above about 50%, passing the limit was not always enough; also: strong numbers were not always called active
p-CIP stab down: p/CIP protein destabilization | actives 0.01% (n = 290,000) | decrease of EGFP signal, % at 10 µM | F442A p/CIP-EGFP cells, EGFP fluorescence, 16 h | AID 1984;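 active = EGFP signal decrease of at least 30% at 10 µM or well 3 SD below plate mean, unless failing retest; inactive = the rest, including hits failing retest or dose response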; also: some compounds called inactive have numbers as strong as hits; many of its hits are not listed in these tables
* marks the source's active call; other numbers are inactive results; . = no result given.

SMILES	IDE cell inh	VIM-2 inh	IDE act	IMP-1 inhibitor	NS3 helicase inh	DNA FID counter	M18AAP inhibitor	SUMO HTRF inh	p-CIP stab down
COc1ccc(NC(=O)c2cc(S(=O)(=O)N3CCCC3)ccc2OC)cc1	3	-0.5	2	-0.4	21	-16	13	-4	5
Cc1ccc2nc(SCC(=O)N3CCOCC3)[nH]c2c1	0	-1.0	4	-2.6	3	-2	-5	2	4
CCCCCC(=O)Nc1cccc(C2=NOC3(C2)C[C@H](C(N)=O)N(C(=O)CC)C3)c1 (stereo partly specified)	0	.	9	.	.	.	.	9	-10
COc1ccc(C(NC(=O)c2ccc(=O)[nH]c2)C(=O)Nc2ccc(C(C)C)cc2)cc1 (stereo unspecified)	-1	0.0	7	-0.4	-13	-13	-5	6	10
COc1cc2ccccc2cc1C(=O)N(CCN(C)C)c1nc2c(F)cc(F)cc2s1	-9	0.7	4	-0.3	-86	20	-14	7	-11
CCC(C)(C)NC(=O)C(c1cccc(OC)c1OC)N(CCC(C)C)C(=O)CCC(=O)Nc1cc(C)on1 (stereo unspecified)	6	-2.5	5	-4.9	7	-20	-1	-12	-6
COc1ccc(C2C(C(C)=O)=C(C)Nc3ncnn32)cc1 (stereo unspecified)	-3	-0.5	3	-2.8	5	-3	-4	24	-3
CC(C)Cc1nnc(NC(=O)CCC(=O)N2CCN(Cc3ccccc3)CC2)s1	0	-3.8	7	-2.0	3	-31	2	2	4
COc1ccc(-c2coc3c(C)c4oc(=O)c(CCC(=O)O)c(C)c4cc23)cc1	4	11*	-2	-1.0	-31	-15	-4	23	12
O=C(O)CNS(=O)(=O)c1ccc2c(c1)C(=O)c1cc(S(=O)(=O)NCC(=O)O)ccc1-2	.	2.3	0	-3.1	0	-3	3	8	1
COc1ccc(C(=O)/C=C/N(C)C)cc1	-6	-5.5	8	-1.4	1	-7	9	5	16
CCCCCN(C(=O)CCCSc1nncs1)c1c(N)n(CCCC)c(=O)[nH]c1=O	1	0.5	2	-2.2	0	-15	-2	18	-6
CCOC(=O)N1CCN(C(=S)NC(=O)c2ccnn2C)CC1	-2	-1.6	5	-4.6	-6	-8	1	19	-21
O=C(CCSc1nnc(-c2ccncc2)o1)Nc1ccccc1	3	-3.8	-1	-6.2	2	2	4	14	-18
Cc1ccc(-c2onc(C)c2C)cc1S(=O)(=O)N1CC(C)Oc2ccccc21 (stereo unspecified)	10	2.5	-2	-1.4	-16	-15	5	-23	3
Cc1ccc(NC(=O)O/N=C/c2ccc(N(C)C)cc2)cc1	-5	-1.5	0	-3.6	-10	-19	-3	10	-2
O=C(c1c(F)c(F)c(F)c(F)c1F)N(Cc1ccccc1)Cc1ccccc1	11	-1.4	-2	1.9	-3	-11	6	20	-11
COc1ccc(-c2csc3ncnc(NCCCO)c23)cc1	2	3.4	-3	-2.6	10	-22	1	0	-3
COc1cc(C(c2sc3nc(C)nn3c2O)N2CCc3ccccc3C2)cc(OC)c1OC (stereo unspecified)	1	-0.2	8	-2.9	-2	-24	5	16	-6
Cc1ccc(S(=O)(=O)c2c(C)nn(C(C)(C)C)c2OC(=O)c2ccco2)cc1	-1	-2.6	4	-2.6	3	-10	1	-10	-5
CC1(C)OC(c2ccccc2)=C/C(=C/C=Nc2ccccc2)O1	3	-1.5	-2	-0.3	-3	-1	1	1	-40
Brc1c(CSc2nncn2-c2ccccc2)nc2ncccn12	5	0.7	2	-1.3	-1	-2	-2	16	-4
Cc1cc(NC(=O)CCN2C(=O)/C(=C\c3ccccc3)SC2=S)no1	6	-3.6	4	-1.9	-5	-1	-1	16	-22
Cc1ccc(S(=O)(=O)N2CCCC2C(=O)NCCc2ccccc2)cc1 (stereo unspecified)	1	-1.0	-2	0.3	0	-16	-1	-3	0
C/C(CCN1CCc2nc(-c3ccccc3)c(-c3ccccc3)cc2C1)=N\O[C@H](C)c1cn([C@H](CO)Cc2ccccc2)nn1	4	-1.8	.	-3.1	-30	-17	1	-2	-4

Next part; the last 4 above are carried over.
SMILES	IDE cell inh	VIM-2 inh	IDE act	IMP-1 inhibitor	NS3 helicase inh	DNA FID counter	M18AAP inhibitor	SUMO HTRF inh	p-CIP stab down
Brc1c(CSc2nncn2-c2ccccc2)nc2ncccn12	5	0.7	2	-1.3	-1	-2	-2	16	-4
Cc1cc(NC(=O)CCN2C(=O)/C(=C\c3ccccc3)SC2=S)no1	6	-3.6	4	-1.9	-5	-1	-1	16	-22
Cc1ccc(S(=O)(=O)N2CCCC2C(=O)NCCc2ccccc2)cc1 (stereo unspecified)	1	-1.0	-2	0.3	0	-16	-1	-3	0
C/C(CCN1CCc2nc(-c3ccccc3)c(-c3ccccc3)cc2C1)=N\O[C@H](C)c1cn([C@H](CO)Cc2ccccc2)nn1	4	-1.8	.	-3.1	-30	-17	1	-2	-4
Cc1ccccc1C(=O)NCc1nnc(SCC(=O)N2CCN(c3ccccc3)CC2)n1C	4	-3.0	1	-3.0	2	-25	-5	25	-8
Cc1csc2c(N3CCN(S(=O)(=O)c4ccc(Cl)cc4)CC3)ncnc12	-2	-0.8	3	-0.5	-7	-7	-11	11	-4
O=C(COC(=O)c1ccc(Br)c(S(=O)(=O)N2CCOCC2)c1)NCC1CCCO1 (stereo unspecified)	2	-0.5	-1	-1.3	0	-5	-10	15	-11
CCN(CC)CCOC(=O)c1cccc(Cl)c1	-1	0.0	6	-0.5	3	2	-15	-4	2
CCCn1c(SCC(=O)N2CCN(C(=O)c3ccco3)CC2)nc2ccccc2c1=O	12	-1.7	.	-1.9	-6	-32	-6	10	-3
COc1ccc(N2CCN(S(=O)(=O)c3cc4c(cc3C)NC(=O)CO4)CC2)cc1	-4	-3.1	-7	-2.2	0	-12	-2	-5	2
COC(=O)/C(=C\c1cc(OC)c(OC)c(OC)c1)c1nc2ccccc2[nH]1	0	-2.6	-3	-2.1	9	-10	-5	12	2
CN(CC(=O)NCc1ccncc1)S(=O)(=O)c1ccccc1	-12	-4.2	3	-0.4	0	0	-7	4	-5
Nc1nc(CN2CCN(C(c3ccccc3)c3ccccc3)CC2)nc(Nc2ccccc2)n1	5	-3.9	2	-2.4	-69	-2	-5	1	6
CCN(CC)S(=O)(=O)c1ccc(N/N=C(\C)c2ccc3c(c2)OCO3)c([N+](=O)[O-])c1	8	-1.7	0	-2.2	5	-1	-7	-3	-2
COCCNC(=O)c1cccc(Nc2nc(-c3ccccc3)c3cc(Cl)ccc3n2)c1	-3	-1.7	6	-2.7	-4	-8	0	26	-3
CCN(c1cccc(C)c1)S(=O)(=O)c1ccc(-c2coc(C)n2)cc1	5	0.1	7	-2.6	-3	-41	-1	-16	-6
COc1ccccc1N1CC(C(=O)Nc2nnc(SCc3ccccn3)s2)CC1=O (stereo unspecified)	7	-1.5	-1	-1.1	-1	-37	-2	-9	-1
Fc1c(F)c(C(F)(F)F)c(F)c(F)c1N/N=C\c1cccs1	-3	-1.8	1	-5.5	6	7	-19	-8	0
O=C(NNc1nc2ccccc2s1)Nc1ccc(F)cc1	-3	-1.9	6	-2.0	-7	2	60*	1	-2
CC(NC(=O)c1ccc(CS(C)(=O)=O)cc1)c1cccc2ccccc12 (stereo unspecified)	6	-1.7	-4	-2.3	2	-16	-3	0	-3
COc1ccc(-c2cc(=O)oc3cc(OC(=O)C4CCCCC4)ccc23)cc1	-3	-2.6	2	-5.3	13	-16	4	3	-8
NC(=O)C1CCN(C2=C(Cl)C(=O)c3ccccc3C2=O)CC1	-7	-0.3	1	-1.5	-4	8	7	8	-6
CCc1cc(/C(Cc2cscn2)=N\O)c(O)cc1O	2	-3.0	7	-3.8	-10	-8	4	-1	-17
COc1ccc(-c2cn(CCc3c[nH]c4ccccc34)nn2)cc1	6	1.1	0	-2.9	-32	-18	-8	-9	-2
CCOc1ccccc1-c1noc(CCC(=O)NC2CCCCC2)n1	0	-5.0	0	-1.5	-7	-27	0	3	12
C[C@H](CO)NC(=O)[C@H](C)[C@@H]1C[C@@]1(C)[C@@H](NC(=O)OCc1ccccc1)c1ccccc1	5	-2.2	1	-2.7	4	-22	-4	17	1
COc1ccc(S(=O)(=O)N2CCN(C)CC2)c(C)c1	-2	1.4	2	0.7	-8	-4	-4	16	-4
COc1ccc2ccccc2c1CN1CCCC(CO)C1 (stereo unspecified)	6	-1.2	-1	-2.1	2	-1	1	-6	-2
COc1ccc(-c2nsc(SCC(=O)Nc3cc(C)on3)n2)cc1	7	-1.4	2	-6.0	-11	-2	-7	0	-1
Next part:
SMILES	IDE cell inh	VIM-2 inh	IDE act	IMP-1 inhibitor	NS3 helicase inh	DNA FID counter	M18AAP inhibitor	SUMO HTRF inh	p-CIP stab down
CC(C)N1CCN(Cc2ccc3nsnc3c2)CC1CCO (stereo unspecified)	-3	-1.8	4	-2.2	5	-1	3	13	5
O=C(CN1CCC(NC(=O)C2CC2)CC1)Nc1ccccc1[N+](=O)[O-]	-5	-1.5	3	-2.3	22	-18	2	2	-10
O=C(NCCN1C(=O)S/C(=C\c2ccc(Cl)cc2)C1=O)c1ccc(F)c(S(=O)(=O)N2CCOCC2)c1	3	-2.6	-2	-3.0	5	3	3	4	-11
COc1ccc(NC(=O)CSc2nc3c(c(=O)n2-c2ccc(C)cc2)SCC3)c(OC)c1	-2	-0.9	2	-3.3	12	-1	-4	16	-7
O=c1c2c3c(sc2nc(NCCO)n1Cc1ccco1)CCCCC3	-2	-1.9	2	-2.5	-3	-14	-3	-1	-1
CC(=O)OC(C#CCN1CCOCC1)c1ccccc1 (stereo unspecified)	4	1.5	8	-1.9	-3	-1	-7	0	-1
NS(=O)(=O)c1ccc(NC(=O)CSc2nnc(-c3cnccn3)n2-c2ccccc2)cc1	5	-0.2	-7	-0.4	2	-9	-2	20	-2
COc1ccc(N2CC(C(=O)Nc3ccc([N+](=O)[O-])cc3Br)CC2=O)cc1 (stereo unspecified)	6	0.0	4	-1.1	-7	-12	-3	11	-7
CCN1CCN(CCNC(=O)CSCc2nc(-c3ccc(OC)c(OC)c3)oc2C)CC1	-1	-1.4	-3	-1.0	-3	3	2	15	-11
Cc1ccc(/C=N/N=C2/NC(=O)CS2)o1	8	-3.0	1	-3.1	-1	2	7	17	-16
COc1ccc(CNC(=O)C(C)OC(=O)c2cccn2C)cc1 (stereo unspecified)	-1	-2.1	7	-1.6	-10	-8	0	8	2
O=C1CCC([N+](=O)[O-])C(c2cc3c(cc2Br)OCO3)N1 (stereo unspecified)	1	-0.9	7	-1.7	3	-3	-10	1	-6
CC1CCCC(C)N1CCCNC(=O)Cn1c(=O)c2cccn2c2cccnc21 (stereo unspecified)	0	1.8	0	-4.2	1	0	5	10	-1
Cc1ccccc1-c1cc(-c2ccccc2O)on1	-3	-1.9	3	-4.0	-3	-3	3	19	-3
CCCn1c(=N)n(CC(O)COc2cccc(C)c2)c2ccccc21 (stereo unspecified)	5	-2.3	0	-3.2	-38	20	4	5	-17
CCOC(=O)C(C)Oc1c(Br)cc(C2NC(=O)NC(C)=C2C(C)=O)cc1OCC (stereo unspecified)	-5	-4.2	5	-3.1	5	-32	-10	22	-11
Cc1ccc(-c2noc(CN(C(=O)c3cccc(Br)c3)C(C)C)n2)cc1	6	-3.0	-6	-6.1	6	-15	6	-4	-5
